Screening data: PubChem BioAssay, several laboratories
ANO1 block – inhibitors of mouse TMEM16A calcium-activated chloride channel. normalized B-score (activity score, 25-100; higher = stronger inhibition) at 10 µM. Q8BHY3. HEK293 TMEM16A/YFP iodide influx fluorescence, ionomycin. hit rate 1.2% among 310,000;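 active = ratio plate-corrected score three or more library SD toward inhibition, starting fluorescence score within five deviations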;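 also: score derived from kinetic fluorescence span divided by baseline fluorescence per well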
TRPC4 agonist – activators of mouse TRPC4 channel; B-score at 10 µM; hit rate 0.49% among 310,000; AID 2237; HEK293 TRPC4beta/mu-opioid, Fluo4 calcium fluorescence; hits give high values;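 active = B-score above 5 SD of library B-scores, and initial fluorescence ratio not above library mean plus 5 SD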;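 also: positive B-score marks a calcium rise read as TRPC4 activation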
Target sequence (Q9QUQ5 whole entry, looked up): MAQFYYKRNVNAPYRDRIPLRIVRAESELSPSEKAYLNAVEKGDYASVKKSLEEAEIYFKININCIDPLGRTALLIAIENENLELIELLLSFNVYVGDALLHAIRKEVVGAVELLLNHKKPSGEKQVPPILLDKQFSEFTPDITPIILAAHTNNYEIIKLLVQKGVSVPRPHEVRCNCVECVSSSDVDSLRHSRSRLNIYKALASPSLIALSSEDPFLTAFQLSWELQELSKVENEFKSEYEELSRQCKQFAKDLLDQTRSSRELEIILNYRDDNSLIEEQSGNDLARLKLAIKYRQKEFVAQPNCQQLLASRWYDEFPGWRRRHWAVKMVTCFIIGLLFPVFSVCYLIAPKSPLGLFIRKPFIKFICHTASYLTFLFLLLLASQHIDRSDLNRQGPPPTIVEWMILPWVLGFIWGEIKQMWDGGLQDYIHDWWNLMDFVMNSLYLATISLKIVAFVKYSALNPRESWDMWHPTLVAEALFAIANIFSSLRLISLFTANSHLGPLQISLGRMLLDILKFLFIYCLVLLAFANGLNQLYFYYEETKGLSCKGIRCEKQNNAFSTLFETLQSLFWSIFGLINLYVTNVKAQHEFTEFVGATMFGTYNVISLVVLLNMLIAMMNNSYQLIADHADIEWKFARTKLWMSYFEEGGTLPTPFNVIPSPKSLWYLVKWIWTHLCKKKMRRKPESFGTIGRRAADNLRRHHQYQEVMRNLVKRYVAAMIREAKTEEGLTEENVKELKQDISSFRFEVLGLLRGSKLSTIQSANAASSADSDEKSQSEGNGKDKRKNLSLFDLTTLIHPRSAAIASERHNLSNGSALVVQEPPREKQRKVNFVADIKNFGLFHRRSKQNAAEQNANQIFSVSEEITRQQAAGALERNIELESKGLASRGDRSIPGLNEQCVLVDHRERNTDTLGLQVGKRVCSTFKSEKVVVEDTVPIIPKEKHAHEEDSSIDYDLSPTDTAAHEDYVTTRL
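Test system: HEK293 cells stably co-expressing mouse TRPC4beta and mu-opioid receptor | Schedule: Fluo4 dye loading 45 min at room temperature, 110 s recording | Measured by: Kinetic Fluo4 calcium fluorescence, 5 s baseline at 1 Hz | Evaluation: B score of integrated ratio | Controls: Buffer (low) and maximal DAMGO (high)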
hERG rescue – compounds protecting human hERG from proarrhythmic drug block; AID 1511; hit rate 0.51% among 310,000; activation (rescue from dofetilide block), less the hit threshold, % at 10 µM; CHO-hERG, FluxOR thallium flux, dofetilide IC70 present;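 active = activation above the mean of controls blocked by dofetilide plus 5 SD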;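 also: thallium influx through hERG after potassium depolarization seen as dye fluorescence rise; in these data hits start at about 4.7%; inactives centre near -7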
KCNQ1 act – potentiates or activates the human KCNQ1 potassium channel; P51787; CHO-K1 KCNQ1, thallium flux FluxOR fluorescence; hits give high values; B-score at 10 µM; hit rate 0.35% among 310,000;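 active = fluorescence ratio B-score, a plate-corrected score, at least three library SD, with initial intensity B-score within 5 SD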
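Material: CHO-K1 cells stably expressing KCNQ1. Medium: assay buffer for compound exposure, DMSO matched across wells. Reagent: K+/Tl+ depolarizing stimulus. Compound dosing: single-concentration screen. Times: 37 °C overnight plating, 90-min dark dye load, 20-min compound pretreatment. Technique: FluxOR Tl+ flux fluorescence.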
KCNK3 inh – human KCNK3 channel inhibition, primary screen; hit rate 0.84% among 340,000; B-score at 10 µM; AID 602410; O14649; CHO-KCNK3 thallium flux, FluxOR fluorescence; hits give low values;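 active = B-score under library mean minus 4 SD, starting fluorescence ratio at most library mean plus 5 SD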;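 also: more negative B-score means stronger inhibition of thallium flux through KCNK3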
DYRK1A inh – blocks rat Dyrk1A kinase activity; Q63470; ADP-Glo luminescence, NFATc1 peptide; inhibition, % at 12.5 µM; hit rate 0.43% among 310,000; in the data active = inhibition above about 50%;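 also: plate controls were vehicle with enzyme for no effect and no enzyme for full effect; many of its hits are not listed in these tables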
KCNK9 block – inhibitors of human KCNK9 two-pore domain potassium channel | Q9NPC2 | HEK293 KCNK9, FluxOR thallium flux fluorescence; hits give low values | B-score at 10 µM | hit rate 1.2% among 310,000;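 active = ratio B-score over 3 SD below the library mean, with starting fluorescence within 5 SD of its mean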;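 also: negative B-score means less thallium flux so channel inhibition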
TMEM16A act – activates or potentiates the mouse TMEM16A chloride channel | hit rate 0.3% among 340,000 | B-score at 10 µM | AID 623877 | HEK293 TMEM16A/YFP-H148Q/I152L, iodide quench fluorescence; hits give low values | Q8BHY3;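 active = fluorescence-ratio B-score plate-corrected deviation score at least 3 library SD below zero, with starting fluorescence score within 5 deviations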;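 also: channel opened by trigger with iodide after compound preincubation; score built on the fluorescence ratio of max minus min over baseline; more negative score means more quench and so TMEM16A activation or potentiation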
HDAC3 inh – human HDAC3 inhibition; inhibition, % at 8.3 µM; hit rate 0.15% among 320,000; recombinant HDAC3, fluorogenic peptide/trypsin coupled, fluorescence; O15379; in the data active = inhibition above about 26%, passing the limit was not always enough; inconclusive = no clear call, values can overlap the other calls
TRPC4 PAM – TRPC4 (mouse) allosteric potentiation. AID 2227. hit rate 0.42% among 310,000. B-score at 10 µM. HEK293 TRPC4beta/mu-opioid, DAMGO EC20, Fluo-4 Ca2+ flux; hits give high values. Q9QUQ5;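 active = B-score of calcium response area above 5 SD of library B-scores, with initial fluorescence ratio within 5 SD of library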;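 also: B-score of integrated fluorescence ratio over time as area under calcium response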
KCNQ1 inh – blocks the human KCNQ1 potassium channel. B-score at 10 µM. CHO-K1 KCNQ1, FluxOR thallium flux fluorescence; hits give high values. P51787. hit rate 1.3% among 310,000;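 active = compounds whose thallium flux B-score, printed positive for inhibition, exceeds three library SD while starting fluorescence stays within three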;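 also: channel opened by potassium depolarization with thallium stimulus after 20 min compound exposure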
* hit, by the source's call; i = inactive; ? = inconclusive; / = no result given; & = joins results of further samples.

Below each SMILES – ANO1 block, TRPC4 agonist, hERG rescue, KCNQ1 act, KCNK3 inh, DYRK1A inh, KCNK9 block, TMEM16A act, HDAC3 inh, TRPC4 PAM, KCNQ1 inh
- O=C(CN1CCN(C(=O)c2ccccc2F)CC1)Nc1ccc(Br)cc1
→ i, i, -14, i, i, 3, i, i, 0, i, i
- Cc1[nH]c(-c2ccc(F)cc2)cc1C(=O)N1CCN(c2ccccc2)CC1
→ i, i, -5, i, i, -2, i, i, 7, i, i
- COc1cccc(NC(=O)CN(C)CC(=O)Nc2ccc(C)cc2Cl)c1
→ i, i, -1, i, i, /, i, i, 3, i, i
- CCN(CCO)Cc1csc2ccc(Br)cc12
→ i, i, 4, i, i, 0, i, i, 2, 18*, i
- O=C(NNC(=O)C1CCCO1)c1ccc([N+](=O)[O-])cc1 (centres undefined)
→ i, i, -6, i, i, 3, i, i, -3, i, i
- CCN1CCCC1CNCC(O)COc1ccc(C(C)(C)C)cc1C (centres undefined)
→ i, i, -9, i, i, /, i, i, ?, i, i
- O=Cc1ccc(-c2cccc([N+](=O)[O-])c2)o1
→ i, i, -6, i, i, 6, i, i, 15, i, i
- COc1ccc(S(=O)(=O)N2CCC(C(=O)Nc3nnc(CCN4CCCCC4)s3)CC2)cc1
→ i, i, -10, i, i, 2, i, i, 3, i, i
- COCCCn1c(SCC(=O)NC2CCCC2)nnc1-c1ccccc1
→ i, i, -7, i, i, 1, i, i, -6, i, i
- Cc1c(C(=O)N/N=C/C(C)C)[nH]c2ccc([N+](=O)[O-])cc12
→ i, i, -4, i, i, -64, i, i, 1, i, i
- C[C@H](CCC(=O)O)[C@H]1CC[C@H]2[C@@H]3[C@H](O)C[C@@H]4C[C@H](O)CC[C@]4(C)[C@H]3C[C@H](O)[C@]12C
→ i, i, -5&-6&-7, i, i, 2&-3&-11, i, i, 2&-2&2, i, i
- COCCNS(=O)(=O)c1cccc2cccnc12
→ i, i, -5, i, i, -11, i, i, 4, i, i
- CCC(C)(C)NC(=O)C(c1ccccn1)N(C(=O)c1csnn1)c1ccc(C)c(C)c1 (centres undefined)
→ i, i, -9, i, i, 4, i, i, -2, i, i
- Cc1ccccc1-c1nc2c(s1)CCc1onc(-c3ccc(Cl)cc3)c1-2
→ i, i, -9, i, i, 5, i, i, 1, i, i
- COc1ccc(/C=C/C(=O)c2ccc(C(=O)/C=C/c3ccc(OC)c(OC)c3)cc2)cc1OC
→ /, i, -10, i, i, -1, i, i, /, i, i
- Cc1cccc(C(=O)N2CCC(c3nc4ccccc4s3)CC2)c1
→ i, i, -25, i, i, 0, i, i, 8, i, i
- CCN(CC)S(=O)(=O)C1CCS(=O)(=O)C1 (centres undefined)
→ i, i, -9, i, i, -4, i, i, 0, i, i
- Cn1c(C(C#N)/C(=N\S(=O)(=O)c2cccs2)c2ccccc2)nc2ccccc21 (centres undefined)
→ i, i, -2, i, i, 5, i, i, -3, i, i
- Clc1ccc(-c2c[n+](Cc3cccc(Cl)c3)c3n2CCC3)cc1
→ i, i, -11, i, i, -2, i, i, 5, i, i
- O=c1c2ccccc2nc(-c2ccc(Cl)cc2)n1C1CCS(=O)(=O)C1 (centres undefined)
→ i, i, -2, i, i, 0, i, i, -8, i, i
- CCC(c1nnnn1C1CCCCC1)N1CCN(C2CCCC2)CC1 (centres undefined)
→ i, i, -11, i, i, -1, i, i, -1, i, i
- Cc1cccc(C)c1NC(=O)CNC(=O)Cn1nc(C)c(C)c(C#N)c1=O
→ i, i, -20, i, i, -2, i, i, -7, i, i
- COc1cc(C(=O)NCCc2nc3ccccc3n2C)cc(OC)c1OC
→ i, i, 0, i, i, -5, i, i, 0, i, i
- c1ccc(Nc2cccc(Nc3ccccc3)n2)cc1
→ i, i, -11, i, i, -2, i, i, 13, i, i
- CC(C)(O)C(=O)N/N=C\c1ccc(OC/C=C/c2ccccc2)cc1
→ i, i, -5, i, i, -7, i, i, -13, i, i
- CC(=O)c1ccc(N2CCN(C(=O)c3ccc4c(c3)OCO4)CC2)cc1
→ i, i, -8, i, i, /, i, i, 2, i, i
- O=C(NCc1ccc2c(c1)OCO2)c1cc2c(s1)CSC2
→ i, i, -11, i, i, 5, i, i, -1, i, i
- CC(C(=O)N1CCCc2ccccc21)N1CCN(c2ccccn2)CC1 (centres undefined)
→ i, i, -8, i, i, 1, i, i, /, i, i
- COc1ccc(C(=O)NCCCN2CCOCC2)cc1S(=O)(=O)N1CCCc2ccccc21
→ i, i, -12, i, i, -8, i, i, 4, i, i
- COc1cc2c(cc1OC)CN(Cc1cc(=O)oc3c(C)c(C)ccc13)CC2
→ i, i, -4, i, i, 3, i, i, 2, i, i
- CCc1nc(N2CCN(C(C)=O)CC2)c2c3c(sc2n1)CCCC3
→ i, i, -4, i, i, 1, i, i, -6, i, i
- Cc1oc(-c2cccc3ccccc23)nc1CN1CCC[C@H]1CO
→ i, i, -3, i, i, 1, i, i, -1, i, i
- Cn1c(=O)n(-c2ccccc2)c(=O)c2c3c(sc21)COC(C)(C)C3
→ i, i, -5, i, i, 2, i, i, -13, i, i
- Cc1cc(C)n2c(SCC(=O)Nc3cc(C)on3)nnc2n1
→ i, i, -16, i, i, -2, i, i, 8, i, i
- CCN1CCN(C(=O)C2CCN(S(=O)(=O)c3ccc(Br)cc3)CC2)CC1
→ i, i, -7, i, i, -1, i, i, 8, i, i
- CCN(CC)S(=O)(=O)c1ccc(C)c(NC(=S)NC2CCCCC2)c1
→ i, i, -8, i, i, /, i, i, 0, i, i
- CC(C)NS(=O)(=O)c1ccc(OCC(=O)Nc2ccc3c(c2)OCO3)c(Cl)c1
→ i, i, -6, i, i, -5, i, i, 8, i, i
- COc1cc(NC(=O)CSCc2ccc(Cl)cc2)c(C(=O)O)cc1OC
→ i, i, -7, i, i, /, i, i, -2, i, i
- COc1ccc(CCNC(=S)NC(=O)c2ccccc2)cc1C
→ i, i, -9, i, i, -6, i, i, 13, i, i
- COC(=O)CN1C(=S)N(C)C(=O)/C1=C/c1cccs1
→ i, i, 0, i, i, 2, i, i, 3, i, i
- Nc1nc(COc2ccc3ccccc3c2)cs1
→ i, i, -2, i, i, 6, i, i, 1, i, i
- Cc1cccc(-n2cnc(C(=O)NNC(=S)Nc3ccccc3)c2)n1
→ i, i, -19, i, i, 6, i, i, -3, i, i
- O=C(NC(Cc1ccccc1)C(=O)N1CCN(c2ccccn2)CC1)c1ccco1 (centres undefined)
→ i, i, -11, i, i, 2, i, i, 0, i, i
- Cc1ccc(S(=O)(=O)NC(=O)Nc2nnc(C)s2)cc1
→ i, i, -7, i, i, 6, i, i, -7, i, i
- CCOC(=O)c1sc(Nc2nc(OC)cc(OC)n2)nc1C
→ i, i, 0, i, /, /, i, /, -2, i, i
- COc1ccc(N2CCN(C3CCCN(C(=O)CN4CCCC4=O)C3)CC2)cc1 (centres undefined)
→ i, i, -9, i, i, 1, i, i, 2, i, i
- CCCCCCNCC1OCc2ccccc2CO1
→ i, i, -11, i, i, -4, i, i, -5, i, i
- O=C(O)c1[nH]c2ccccc2c1C(c1cccc(O)c1)c1c(C(=O)O)[nH]c2ccccc12
→ i, i, -5, i, i, -7, i, i, 6, i, i
- CCCCC(=NCCc1c(C)[nH]c2ccc(OC)cc12)C1=C(O)CC(c2ccccc2)CC1=O (centres undefined)
→ i, i, -14, i, i, /, i, i, -6, i, i
- COc1ccc(C(=O)NC(=S)N2CCN(c3ccc([N+](=O)[O-])cc3)CC2)cc1
→ i, i, -7, i, i, -7, i, i, 7, i, i
- CCOC(=O)C1CCN(C(=O)CN(c2ccc3c(c2)OCCO3)S(=O)(=O)c2ccccc2)CC1
→ i, i, -10, i, i, -2, i, i, -2, i, i
- Cc1ccc(CNS(=O)(=O)c2ccc(C)s2)cc1
→ i, i, -5, i, i, 0, i, i, -5, i, i
- CCOc1ccc(/C(O)=C2/C(=O)C(=O)N(CCCn3ccnc3)C2c2cccs2)cc1Cl (centres undefined)
→ i, i, -10, i, i, -5, i, i, 4, i, i
- COc1ccc(OCc2cc(C(=O)N3CCC(OC)CC3)no2)c2ccccc12
→ i, i, -5, i, i, -8, i, i, 0, i, i
- COc1ccc(OC)c(NC(=O)CN2CCN(C(=O)c3ccco3)CC2)c1
→ i, i, 0, i, i, -2, i, i, -1, i, i
- COc1ccc(CCNC(=O)CCc2cn(C)c3ccccc23)c(OC)c1
→ i, i, -6, i, i, -2, i, i, 5, i, i
- Cc1cc(=O)n2c3ccccc3n(CC(O)CN3CCN(Cc4ccccc4)CC3)c2c1C#N (centres undefined)
→ i, i, -11, i, i, /, i, i, -5, i, i
- COc1ccc(S(=O)(=O)NNC(=O)c2ccc(-n3c(C)ccc3C)cc2)cc1
→ i, i, -8, i, i, 7, i, i, -2, i, i
- COCCn1c(SCC(=O)NC(C)c2ccccc2)nc2ccccc21 (centres undefined)
→ i, i, -7, i, i, -4, i, i, -16, i, i
- NS(=O)(=O)c1ccc(Nc2nc(-c3cccnc3)cs2)cc1
→ i, i, -2, i, i, -5, i, i, 1, i, i
- Cn1ccnc1SCC(=O)Nc1ccc(F)c([N+](=O)[O-])c1
→ i, i, -3, i, i, 5, i, i, 1, i, i
- O=C(N/N=C/c1cccnc1)c1ccc([N+](=O)[O-])cc1Cl
→ i, i, -7, i, i, -2, i, i, -5, i, i
- C=CCn1c(SCn2nnc3ccccc3c2=O)nnc1-c1ccc(Cl)cc1
→ i, i, -4, i, i, -6, i, i, -3, i, i

Single values from the results shown:
Reading of NS(=O)(=O)c1ccc(Nc2nc(-c3cccnc3)cs2)cc1 under HDAC3 inh: 1
Reading of Cc1cc(=O)n2c3ccccc3n(CC(O)CN3CCN(Cc4ccccc4)CC3)c2c1C#N (centres undefined) under HDAC3 inh: -5

Reformatted comma-delimited: two of the compounds above
Molecule,ANO1 block,TRPC4 agonist,hERG rescue,KCNQ1 act,KCNK3 inh,DYRK1A inh,KCNK9 block,TMEM16A act,HDAC3 inh,TRPC4 PAM,KCNQ1 inh
COc1ccc(C(=O)NC(=S)N2CCN(c3ccc([N+](=O)[O-])cc3)CC2)cc1,i,i,-7,i,i,-7,i,i,7,i,i
CCOC(=O)C1CCN(C(=O)CN(c2ccc3c(c2)OCCO3)S(=O)(=O)c2ccccc2)CC1,i,i,-10,i,i,-2,i,i,-2,i,i

An excerpt; count on the stated rates, not on these rows.
